D1 antag: Antagonist of Human D 1 Dopamine Receptor: qHTS; D(1A) dopamine receptor (Homo sapiens), P21728; HEK293 TREx D1 cells, calcium flux, dopamine EC80; hits give low values; activity change, negative = inhibition, % at 10 µM; hit rate 3.2% among 360,000; AID 504652, 2011; in the data active = activity change below about -30%; also: % is scaled to controls: 0 for no effect and ±100 for the full control effect
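Cells carrying a force-coupled, tetracycline-inducible human D1 receptor report calcium flux. Each well gets a 10 s baseline, compound with 180 s monitoring, then an EC80 dopamine stimulus with a second 180 s kinetic read.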
RXFP1 antag: qHTS Assay for Antagonists of the Relaxin Receptor RXFP1; Relaxin receptor 1 (Homo sapiens), Q9HBX9; HEK293-RXFP1, relaxin-stimulated cAMP HTRF, 30 min; hits give low values; activity change, negative = inhibition, % at 57.5 µM; hit rate 0.59% among 350,000; AID 1259400, 2018;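 active = activity change of -60% or lower, but not beyond a set lower limit; inconclusive = change between -60% and -40%, or beyond the set limit; inactive = change above -40%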; also: % is scaled to controls: 0 for no effect and ±100 for the full control effect
Target sequence (Q9HBX9 whole entry, looked up): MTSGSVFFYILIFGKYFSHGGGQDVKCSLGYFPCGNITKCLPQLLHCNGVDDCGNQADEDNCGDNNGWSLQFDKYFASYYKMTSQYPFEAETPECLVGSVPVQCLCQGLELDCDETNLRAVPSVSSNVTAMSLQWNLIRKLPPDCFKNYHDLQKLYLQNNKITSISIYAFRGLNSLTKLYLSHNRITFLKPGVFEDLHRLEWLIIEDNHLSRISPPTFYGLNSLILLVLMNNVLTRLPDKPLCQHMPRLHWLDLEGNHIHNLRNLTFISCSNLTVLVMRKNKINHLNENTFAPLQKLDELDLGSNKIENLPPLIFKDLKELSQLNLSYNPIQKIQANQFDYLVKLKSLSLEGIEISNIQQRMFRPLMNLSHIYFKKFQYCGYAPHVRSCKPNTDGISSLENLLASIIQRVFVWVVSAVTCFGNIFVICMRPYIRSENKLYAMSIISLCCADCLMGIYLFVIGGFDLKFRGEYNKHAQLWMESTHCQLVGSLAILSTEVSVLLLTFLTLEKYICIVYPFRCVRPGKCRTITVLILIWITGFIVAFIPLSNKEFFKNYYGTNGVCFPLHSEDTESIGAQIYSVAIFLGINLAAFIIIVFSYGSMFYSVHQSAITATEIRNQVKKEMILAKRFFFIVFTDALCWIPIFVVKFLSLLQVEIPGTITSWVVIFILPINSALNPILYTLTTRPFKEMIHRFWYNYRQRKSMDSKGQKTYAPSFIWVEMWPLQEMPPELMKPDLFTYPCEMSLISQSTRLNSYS
GRP78 ERSR act: qHTS for Inducers of the Endoplasmic Reticulum Stress Response (ERSR) in Human Glioma: qHTS; U87-MG GRP78 promoter luciferase reporter, 16 h; Potency, µM, for the others: at the highest dose activation, usual class: activators; hit rate 0.02% among 420,000; also: potency is read from the fitted curve at half-maximal effect; series mostly up to about 76 µM; % of control where 0% means no effect; nearly all actives have a fitted effect of over 35% in size
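Stably transfected U87-MG human glioma cells carrying a GRP78-based luminescent sensor were seeded at 1000 cells/well, pin-dosed with compounds and incubated 16 h. Luciferase reagent was then added, and end-point luminescence was read after 10 min at room temperature.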
RXFP1 agonist: qHTS Assay for Agonists of the Relaxin Receptor RXFP1; Relaxin receptor 1 (Homo sapiens), Q9HBX9; HEK293T-RXFP1 cAMP TR-FRET, 30 min; response scale: percent of porcine relaxin response, buffer zero; Potency, µM (series often up to 57.5 µM), for inactives: at the top dose activation, most hits filed as activators; hit rate 0.3% among 370,000; AID 2676, 2010; also: potency is read from the fitted curve at half-maximal effect; % is scaled to controls: 0 for no effect and ±100 for the full control effect; nearly all actives have a fitted effect of over 60% in size; many of its hits are not listed in these tables
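Agonist response is measured as cAMP accumulation in an RXFP1-transfected HEK293T line under PDE4 inhibition. Values are scaled between buffer-only and 29 nM porcine relaxin, and EC50s come from standard Hill equation fits.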
Vif-A3G inh: qHTS for Inhibitors of Vif-A3G Interactions: qHTS. DNA dC->dU-editing enzyme APOBEC-3G (Homo sapiens), Q9HC16. HeLa A3G-eYFP + Vif (tagged APOBEC3G with the HIV-1 protein that degrades it), YFP fluorescence, overnight. Potency, µM (titrated, usually from 46.1 µM), for the others: at the highest dose activity, negative = active, actives largely listed as inhibitors. hit rate 0.076% among 410,000. AID 602310, 2012;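 also: potency is read from the fitted curve at half-maximal effect; % is scaled to controls: 0 for no effect and ±100 for the full control effect; nearly all actives have a fitted effect of over 60% in size; hits raise eYFP signal because A3G escapes Vif-driven loss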
Target sequence (Q9HC16 whole entry, looked up): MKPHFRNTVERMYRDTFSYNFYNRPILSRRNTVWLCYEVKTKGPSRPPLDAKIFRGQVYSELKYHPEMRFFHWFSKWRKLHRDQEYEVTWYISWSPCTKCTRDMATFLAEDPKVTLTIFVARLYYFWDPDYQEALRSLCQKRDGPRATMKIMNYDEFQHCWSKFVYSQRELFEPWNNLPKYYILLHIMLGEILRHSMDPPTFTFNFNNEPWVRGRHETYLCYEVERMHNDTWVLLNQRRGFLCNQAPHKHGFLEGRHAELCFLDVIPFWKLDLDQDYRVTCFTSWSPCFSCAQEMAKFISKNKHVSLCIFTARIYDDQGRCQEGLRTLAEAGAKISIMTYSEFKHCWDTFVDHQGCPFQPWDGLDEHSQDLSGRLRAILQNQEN
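HeLa cells stably expressing Vif and C-terminally eYFP-tagged A3G, seeded overnight at 37 deg C, then exposed to compound by pintool overnight at 37 deg C. Rise in yellow fluorescence (Ex 488/Em 500-530, Acumen) marks blocked Vif-driven A3G degradation.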
D1 agonist: Allosteric Agonists of the Human D1 Dopamine Receptor: qHTS; HEK293 T-REx D1 cells, calcium flux, agonist mode; hit rate 1% among 360,000; activation, % at 2 µM; AID 504660, 2011; in the data active = activation above about 30%; also: 0% is about no effect
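Agonism was scored from calcium flux recorded over 180 s (1 read/s) after pintool compound addition, following a 10-cycle baseline. Cells were inducible force-coupled HEK293 TREx D1, plated overnight at 30 C and loaded with no-wash calcium dye.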
Vif-APOBEC3F blk: qHTS for Inhibitors of Vif-A3F Interactions: qHTS | Potency, µM (highest dose often 46.1 µM), for the others: at the top dose activity, negative = active | hit rate 0.2% among 390,000 | HeLa A3F-eYFP + Vif (tagged APOBEC3F with the HIV-1 protein that degrades it), YFP fluorescence increase; also: potency is read from the fitted curve at half-maximal effect; % of control where 0% means no effect; nearly all actives have a fitted effect of over 65% in size
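Fluorescence increase (Ex 488/Em 500-530) after overnight compound treatment at 37 deg C flags inhibition of Vif-driven A3F-eYFP loss in stable HeLa A3F-eYFP/Vif cells seeded overnight beforehand.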
D2 PAM: HTS Assay for Positive Allosteric Modulators of the Human D2 Dopamine Receptor: Primary Screen for Potentiators | D(2) dopamine receptor (Homo sapiens), P14416 | HEK293 T-REx D2, calcium flux, EC20 dopamine potentiation | potentiation, % at 10 µM | hit rate 0.34% among 340,000 | AID 485347, 2010;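 active = potentiation over 3 SD above the plate norm, cut at about 30% in these data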; also: 0% is about no effect
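Tetracycline-induced HEK293 T-REx cells force-coupled to calcium signalling expressed D2; compounds were pin-added after a 10 s baseline, read kinetically 180 s, then an EC20 dopamine challenge followed with a further 180 s calcium read.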
D1 PAM: Potentiators of Human D1 Dopamine Receptor: qHTS | D(1A) dopamine receptor (Homo sapiens), P21728 | HEK293 TREx D1 cells, calcium flux, dopamine EC20 potentiation | potentiation, % at 10 µM | hit rate 0.036% among 360,000 | AID 504651, 2011; in the data active = potentiation above about 30%; also: 0% is about no effect
* marks the source's active call; other numbers are inactive results; ? = inconclusive; · = not tested or not shown. Unless noted, calls follow the shape of the dose curve; as a rule, active = well fitted curve in the direction sought with a large enough effect; inconclusive = small, poorly fitted or top-dose-only effect, or another doubt; inactive = no such curve, though single readings can be large; an effect the other way counts as inactive or inconclusive. Some of the compounds tested; rates above refer to the full screens.

SMILES	D1 antag	RXFP1 antag	GRP78 ERSR act	RXFP1 agonist	Vif-A3G inh	D1 agonist	Vif-APOBEC3F blk	D2 PAM	D1 PAM
Cc1cc2c(cc1S(=O)(=O)N1CCN(c3ccccc3)CC1)OCCN2C	-4.6	5.7	-3.6%	0.6%	-7.9%	2.7	-11.9%	15.6	-9.2
CCC(=O)N1N=C(c2cccs2)CC1c1ccc(OC)cc1 (centres undefined)	1.2	3.0	3.3%	-0.3%	0.1%	0.3	2.5%	1.3	-1.9
C[C@H](NC(=O)c1nc[nH]c1C(=O)OCc1ccccc1)c1ccccc1	·	·	-3.8%	-1.1%	1.7%	8.4	-0.5%	0.3	0.8
Cc1noc(/C=C/N(C)C)c1S(=O)(=O)N1CCCC(C(=O)NCCC2=CCCCC2)C1 (centres undefined)	3.7	-7.2	-0.8%	0.7%	0.6%	4.0	-0.1%	-10.7	-2.0
CN(C)CCCN(CCCNC(=O)/C=N/O)Cc1ccccc1	4.9	15.9	-4.5%	-0.7%	2.3%	1.4	-19.5%	5.7	-2.2
NS(=O)(=O)c1ccc(CCNC(=O)CCCOc2ccccc2)cc1	9.8	-12.5	-1.6%	0.6%	1.1%	-3.2	3.6%	3.9	4.5
COc1ccc(C(=O)NC2(C(F)(F)F)NC(=O)N(CCCc3ccccc3)C2=O)cc1OC (centres undefined)	-11.4	-10.3	1.0%	-0.4%	3.8%	0.8	-8.7%	-2.8	-4.0
O=C(CNCc1ccco1)Nc1ccc(N2CCCCCC2)cc1	10.8	-3.1	3.8%	-2.5%	-6.4%	3.9	8.2%	·	2.9
COc1cc(C(=O)NCc2nnc(SCC(=O)Nc3c(C)cc(C)cc3C)o2)cc(OC)c1OC	-2.0	-4.0	2.6%	-0.6%	1.2%	2.5	-1.9%	1.3	-3.8
CCOC(=O)c1cnc(Nc2nc3ccccc3o2)nc1CSC(=S)N1CCCCC1	5.2	-10.9	-0.8%	2.5%	1.2%	2.9	-6.2%	20.4	5.4
Cc1ccc2nc(-c3cccc(NC(=O)c4cccc5ccccc45)c3)oc2c1	-9.7	-13.4	12.2%	0.7%	-5.5%	1.7	-13.3%	-0.9	-2.2
Cc1ccc(S(=O)(=O)NN2C(=O)c3ccccc3NC2c2ccccc2O)cc1 (centres undefined)	8.6	8.6	-4.3%	2.7%	2.5%	4.3	2.8%	-0.8	-1.6
COc1ccc(N2CCN(C(=O)c3cc(S(=O)(=O)N4CCCCCC4)cn3C)CC2)cc1	-4.9	·	-0.4%	1.0%	1.5%	-2.4	-16.4%	·	3.3
COc1cccc(N2CCN(CC(=O)Nc3ccc(SC(F)F)cc3)CC2)c1	-20.1	-0.5	-4.7%	1.4%	-0.3%	2.2	6.0%	12.7	11.2
CC(=O)c1cnc(N(C)C)s1	21.7	-2.1	-1.6%	-1.0%	1.1%	2.4	·	2.8	4.3
CCOC(=O)c1c(NC(=O)c2cc(OC)c(OC)c(OC)c2)sc2c1CCCC2	-1.5	2.5	-3.5%	0.1%	2.9%	-0.1	0.0%	-2.4	-1.2
CCNC(=O)/C(=C\c1ccc2c(c1)OCO2)NC(=O)c1ccc(Br)cc1	10.7	-13.7	-5.8%	2.1%	0.1%	1.0	4.9%	-1.0	-4.3
CCCn1c(N2CCN(C(=O)Nc3ccc(Cl)cc3)CC2)nc2ccccc21	4.6	-21.3	-4.6%	0.8%	0.8%	2.1	11.4%	·	-5.1
Cc1onc(-c2c(F)cccc2Cl)c1C(=O)OCC(=O)NCc1ccccc1	13.0	0.1	-3.9%	1.8%	0.7%	0.6	-1.1%	-5.0	-2.5
N#C/C(=N\Nc1cccc(Cl)c1)C(=O)c1ccccc1	-15.7	2.1	-2.7%	2.1%	-15.1%	16.5	-0.7%	5.5	-4.2
COc1ccc(N2C(=O)C(Cl)=C(NCc3ccccc3)C2=O)cc1	-1.0	-9.9	1.4%	-0.8%	2.5%	1.4	1.4%	-8.1	-7.2
CC(C)n1cc(C(=O)N2CCCC(N3CCN(c4cccc(Cl)c4)CC3)C2)cn1 (centres undefined)	3.7	-4.5	-0.4%	-3.4%	1.5%	0.4	3.6%	-12.5	-1.2
Cc1cc(-c2ccccc2)c2ccc(NC(=O)C(C)(C)C)nc2n1	4.3	-3.8	-0.5%	3.5%	-2.5%	1.6	-0.4%	-4.2	-0.8
Cc1c(C)n(CCN(C)C)c2ncnc(NCc3ccccc3)c12	3.5	-1.2	2.4%	3.2%	-3.3%	1.8	4.7%	2.1	3.3
CC(C)NC(=O)CN1C(=O)c2ccccc2S1(=O)=O	-9.8	-3.9	2.4%	0.1%	0.8%	2.0	-10.6%	6.4	-2.1

3 entries out of the list above, ordered by their value in D1 antag, high to low.
smiles | D1 antag | RXFP1 antag | RXFP1 agonist | D1 agonist | D2 PAM | D1 PAM
NS(=O)(=O)c1ccc(CCNC(=O)CCCOc2ccccc2)cc1 | 9.8 | -12.5 | 0.6% | -3.2 | 3.9 | 4.5
CC(C)n1cc(C(=O)N2CCCC(N3CCN(c4cccc(Cl)c4)CC3)C2)cn1 (centres undefined) | 3.7 | -4.5 | -3.4% | 0.4 | -12.5 | -1.2
CCOC(=O)c1c(NC(=O)c2cc(OC)c(OC)c(OC)c2)sc2c1CCCC2 | -1.5 | 2.5 | 0.1% | -0.1 | -2.4 | -1.2

Continuation:
SMILES	D1 antag	RXFP1 antag	GRP78 ERSR act	RXFP1 agonist	Vif-A3G inh	D1 agonist	Vif-APOBEC3F blk	D2 PAM	D1 PAM
O=C(CNC(=O)C1COc2ccccc2O1)Nc1ccc(F)c(F)c1 (centres undefined)	·	-14.1	-1.8%	·	-2.5%	·	8.0%	·	·
COC(=O)CCCC1=CC2=CC(=O)C(C)(OC(=O)c3cccs3)C(=O)C2=CN1CCc1ccccn1 (centres undefined)	-15.4	·	-1.0%	-1.0%	0.2%	2.6	3.7%	-5.5	3.9
O=C(Cc1cccs1)NC1CC(=O)N(c2ccc(Cl)cc2)C1 (centres undefined)	·	-5.1	-3.3%	3.5%	2.1%	-2.1	-8.7%	11.5	-0.6
CCN(C(=O)CSc1nnc(Nc2ccccc2C)s1)C1CCS(=O)(=O)C1 (centres undefined)	-4.5	-1.2	-4.7%	0.1%	-1.8%	-0.2	4.5%	-2.5	-2.1
Cc1ccccc1-c1nc2cc(NC(=O)c3cccc(OCCC(C)C)c3)ccc2o1	0.8	-7.3	-1.9%	-0.6%	6.1%	6.0	0.4%	-1.9	-0.8
CCOC(=O)c1sc(NC(=O)c2ccc3nc[nH]c3c2)nc1C	-9.8	3.6	-3.3%	-2.0%	-9.7%	2.2	15.3%	8.4	-4.7
C/C(=N\NC(=O)c1ccncc1)c1ccc(N(C)C)cc1	6.3	-25.8	-0.1%	-1.1%	0.5%	4.5	-0.9%	10.5	-0.5
O=C(CCNS(=O)(=O)c1ccccc1)OCc1nc2ccsc2c(=O)[nH]1	18.4	14.6	-3.6%	22.3%	2.3%	-0.1	-11.7%	5.3	-4.6
CCCOC1CCCN(Cc2nc(-c3ccc(C(=O)OC)cc3)no2)C1 (centres undefined)	-15.4	-18.0	2.5%	3.0%	0.4%	4.8	2.7%	-12.3	-11.4
C=C(C)CN1C(=O)c2ccccc2C1=O	·	-5.2	-4.3%	0.9%	-4.0%	-1.9	-5.7%	-8.1	-2.6
COc1ccccc1C(=O)Nc1ccnn1C1CCN(CC2CC=CCC2)CC1 (centres undefined)	-5.6	1.2	-5.4%	-1.4%	0.3%	0.1	-1.6%	5.3	-6.0
C[C@@H](NC(=O)c1nc[nH]c1C(=O)OCc1ccccc1)c1ccccc1	·	·	-3.1%	2.0%	-10.0%	-1.6	8.7%	17.7	-6.0
Cc1cccc(C)c1NC(=S)N(CCc1ccncc1)C(C)C	-3.3	-16.3	-3.2%	-1.3%	-0.3%	1.7	-2.1%	-10.8	3.8
COC(=O)[C@H](Cc1ccccc1)NC(=O)NCC1CCCO1 (some centres undefined)	-6.1	21.1	-3.6%	1.7%	-2.3%	3.0	0.5%	0.2	-6.4
O=C(N/N=C/c1ccco1)c1cc(-c2ccc(Br)s2)[nH]n1	-1.1	?	4.8%	2.9%	1.2%	0.7	-21.9%	-8.5	-7.3
Cc1cc2c(c(=O)n1Cc1ccccn1)C(C(C)C)C(C#N)=C(N)O2 (centres undefined)	-4.9	6.9	-2.1%	-0.5%	-6.5%	2.5	3.9%	-0.6	1.8
COc1ccc(NC(=O)OC(CN2CCCCC2)C(F)(F)F)cc1 (centres undefined)	-10.8	8.2	-2.3%	-2.4%	-0.6%	6.9	-2.5%	18.4	1.8
O=C(NCCOC(=O)c1c(F)cccc1Cl)c1c(F)cccc1Cl	-6.2	30.5	1.2%	-0.1%	-14.5%	1.0	4.4%	-3.3	-0.6
Nc1ncnc(Nc2cc(C(F)(F)F)cc(C(F)(F)F)c2)n1	0.7	-4.1	-3.6%	4.5%	-1.0%	4.7	1.7%	·	-5.8

An excerpt from the list above:
SMILES	D1 antag	RXFP1 antag	GRP78 ERSR act	RXFP1 agonist	Vif-A3G inh	D1 agonist	Vif-APOBEC3F blk	D2 PAM	D1 PAM
COC(=O)CCCC1=CC2=CC(=O)C(C)(OC(=O)c3cccs3)C(=O)C2=CN1CCc1ccccn1 (centres undefined)	-15.4	·	-1.0%	-1.0%	0.2%	2.6	3.7%	-5.5	3.9
O=C(Cc1cccs1)NC1CC(=O)N(c2ccc(Cl)cc2)C1 (centres undefined)	·	-5.1	-3.3%	3.5%	2.1%	-2.1	-8.7%	11.5	-0.6
CCN(C(=O)CSc1nnc(Nc2ccccc2C)s1)C1CCS(=O)(=O)C1 (centres undefined)	-4.5	-1.2	-4.7%	0.1%	-1.8%	-0.2	4.5%	-2.5	-2.1

From PubChem
